Cav32 inh – Cav3.2 calcium influx blockers – cell-based, Fluo-4 calcium fluorescence, FDSS, MLSMR library, primary screen | Cav3.2-expressing cells; active compounds read low | Voltage-dependent T-type calcium channel subunit alpha-1H (Homo sapiens), O95180 | B-score at 10 µM | AID 449739, 2010 | 100,000 tested, 4% active;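 active = single-dose well whose peak fluorescence ratio is a statistical outlier from its plate by either plate-standardised score or position-corrected B-score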
Target sequence (O95180 whole entry, looked up): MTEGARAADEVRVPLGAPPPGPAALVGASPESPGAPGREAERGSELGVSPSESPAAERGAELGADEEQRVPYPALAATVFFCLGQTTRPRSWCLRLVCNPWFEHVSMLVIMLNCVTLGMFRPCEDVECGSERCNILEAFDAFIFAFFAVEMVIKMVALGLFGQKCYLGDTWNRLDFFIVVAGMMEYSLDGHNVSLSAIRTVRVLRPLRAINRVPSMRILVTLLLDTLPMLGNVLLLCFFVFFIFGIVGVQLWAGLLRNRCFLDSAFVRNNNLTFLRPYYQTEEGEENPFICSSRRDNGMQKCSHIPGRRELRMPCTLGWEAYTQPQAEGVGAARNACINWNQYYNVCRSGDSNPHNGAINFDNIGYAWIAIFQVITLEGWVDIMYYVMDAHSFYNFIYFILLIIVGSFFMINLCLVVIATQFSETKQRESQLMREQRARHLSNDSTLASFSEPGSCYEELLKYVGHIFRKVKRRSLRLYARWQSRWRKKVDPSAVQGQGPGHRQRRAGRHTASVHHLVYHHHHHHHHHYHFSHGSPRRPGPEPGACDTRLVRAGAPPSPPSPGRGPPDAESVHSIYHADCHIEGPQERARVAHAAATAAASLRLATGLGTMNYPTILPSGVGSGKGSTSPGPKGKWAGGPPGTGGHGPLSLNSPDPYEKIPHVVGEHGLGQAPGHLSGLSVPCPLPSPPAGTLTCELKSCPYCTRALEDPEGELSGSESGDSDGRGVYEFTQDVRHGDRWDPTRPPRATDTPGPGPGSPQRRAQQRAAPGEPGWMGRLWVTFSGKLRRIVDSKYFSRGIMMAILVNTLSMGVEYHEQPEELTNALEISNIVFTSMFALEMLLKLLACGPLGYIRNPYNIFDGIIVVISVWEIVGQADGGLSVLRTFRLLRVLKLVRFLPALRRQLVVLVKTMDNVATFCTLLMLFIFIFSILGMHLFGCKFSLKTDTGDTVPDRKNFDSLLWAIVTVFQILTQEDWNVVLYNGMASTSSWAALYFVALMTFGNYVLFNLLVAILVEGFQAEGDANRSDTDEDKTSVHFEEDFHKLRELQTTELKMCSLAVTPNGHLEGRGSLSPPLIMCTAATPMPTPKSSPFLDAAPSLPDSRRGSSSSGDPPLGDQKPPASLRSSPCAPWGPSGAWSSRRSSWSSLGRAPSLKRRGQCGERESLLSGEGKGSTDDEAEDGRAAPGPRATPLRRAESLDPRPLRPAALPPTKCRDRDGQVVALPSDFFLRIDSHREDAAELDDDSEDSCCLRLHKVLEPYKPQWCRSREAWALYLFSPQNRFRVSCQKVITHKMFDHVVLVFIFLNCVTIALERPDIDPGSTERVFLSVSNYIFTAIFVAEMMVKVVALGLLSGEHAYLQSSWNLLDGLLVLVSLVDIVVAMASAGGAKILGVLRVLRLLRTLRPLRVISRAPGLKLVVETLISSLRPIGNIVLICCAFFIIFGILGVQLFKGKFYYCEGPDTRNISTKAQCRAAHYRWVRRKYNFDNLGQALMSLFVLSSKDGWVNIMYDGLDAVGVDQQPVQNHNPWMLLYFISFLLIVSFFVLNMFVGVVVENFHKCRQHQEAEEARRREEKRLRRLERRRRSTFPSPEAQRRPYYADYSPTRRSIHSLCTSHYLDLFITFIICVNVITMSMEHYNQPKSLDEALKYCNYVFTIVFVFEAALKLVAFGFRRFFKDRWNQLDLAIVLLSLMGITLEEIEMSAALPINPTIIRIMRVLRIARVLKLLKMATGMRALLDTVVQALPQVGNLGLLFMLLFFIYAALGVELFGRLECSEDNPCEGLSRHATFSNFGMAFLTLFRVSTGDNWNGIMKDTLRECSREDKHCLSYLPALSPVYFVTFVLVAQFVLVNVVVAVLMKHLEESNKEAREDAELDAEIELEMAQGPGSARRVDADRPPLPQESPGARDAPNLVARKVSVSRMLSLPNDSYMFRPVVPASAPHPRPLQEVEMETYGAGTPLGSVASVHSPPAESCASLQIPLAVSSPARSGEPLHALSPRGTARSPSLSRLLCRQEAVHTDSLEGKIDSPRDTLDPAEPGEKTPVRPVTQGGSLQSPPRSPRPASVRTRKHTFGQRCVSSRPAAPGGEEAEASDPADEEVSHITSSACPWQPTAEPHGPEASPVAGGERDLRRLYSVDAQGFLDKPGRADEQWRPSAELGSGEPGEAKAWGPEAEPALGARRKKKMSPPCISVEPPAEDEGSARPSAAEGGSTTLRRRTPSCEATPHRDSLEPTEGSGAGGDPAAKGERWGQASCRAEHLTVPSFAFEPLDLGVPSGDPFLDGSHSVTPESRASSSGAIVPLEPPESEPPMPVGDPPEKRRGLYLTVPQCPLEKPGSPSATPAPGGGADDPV
Numbers without * were called inactive. An excerpt; the hit share may differ from the screen's.

structure | Cav32 inh
CC1=CC2=NCC(O)CN2C=C1 (configuration not stated) | 1.73
C/C(=N\NC(=O)C1CCCN(S(=O)(=O)c2ccccc2)C1)c1ccncc1 (configuration not stated) | 4.06*
COc1ccc(C(=O)Nc2ccc(S(=O)(=O)N3CCc4ccccc43)cc2)cc1 | -3.64
CCN(CC)CCNC(=O)CS(=O)Cc1nc(-c2ccccc2Cl)oc1C (configuration not stated) | -0.0947
CCN(CC)S(=O)(=O)c1cccc2nsnc12 | 0.677
C#CCNC(=O)C1=C[C@@H](c2csc3ccccc23)C[C@@H](OCc2ccc(CO)cc2)O1 | -0.678
CCOC(=O)N1CCN(C(=O)COc2ccc(Br)cc2)CC1 | 0.283
COc1ccc(-c2oc(NC(C)=O)c(C#N)c2-c2ccc(OC)cc2)cc1 | -0.722
O=C(C1=C[C@@H](c2ccccc2)C[C@@H](OCc2ccc(CO)cc2)O1)N1CCOCC1 | 0.859
CCCCC12CN3CC(C)(CN(C1)C31C(=O)N(C)c3ccc(C)cc31)C2=O (configuration not stated) | -0.554
COc1ccc(/C=N/NC(N)=S)cc1OC(=O)c1ccccc1 | -4.16
CC(=O)Nc1ccc(S(=O)(=O)N2CCN(CCCOc3ccccc3Cl)CC2)cc1 | 2.53
COc1cccc(N2CCCn3c2nc2c3c(=O)n(CCN3CCOCC3)c(=O)n2C)c1 | -0.077
CCC(=O)NC1=C(NC(C)c2ccccc2)C(=O)c2ccccc2C1=O (configuration not stated) | 1.52
Cc1ccc(-c2cn(-c3ccccc3)c3[n+]2CCCS3)cc1 | -0.322
NCCCC[C@@H]1NC(=O)[C@H](CCC(=O)O)NC(=O)c2cc([N+](=O)[O-])cc(I)c2OCC[C@@H](C(N)=O)NC1=O | -2.76
CC(C)(O)[C@@H]1[C@@H]2C[C@@]3(CC[C@]4(C)C(CCC5[C@@]6(C)CC[C@H](O)C(C)(C)C6CC[C@]54C)[C@@H]13)C(=O)O2 (some centres not stated) | 0.136
CCN1CCN(Cc2cc(=O)oc3ccc(Cl)cc23)CC1 | 0.308
CCOC(=O)C(NC=O)(NC(C)(C)C)C(=O)OCC | -0.145
O=C(C1COc2ccccc2O1)N1CCc2ccccc21 (configuration not stated) | 0.211
COc1cccc(C2CC(c3c(Cl)cccc3Cl)n3nc(N)nc3N2)c1 (configuration not stated) | 1.05
CCn1c(Cn2nnc(-c3ccccc3)n2)nnc1SCC(=O)Nc1cccc(C(C)=O)c1 | -2.59
Cn1c(Cn2c(=O)sc3ccccc32)nnc1SCC(=O)Nc1ccc(F)cc1 | 0.43
CC(C)CCN1C(=O)c2ccc(C(=O)OCn3nnc4ccccc4c3=O)cc2C1=O | -0.00809
CCc1cc(=O)oc2cc(OCC(N)=O)c(Cl)cc12 | -3.78
CCc1ccc(C(=O)CCC2CCCCC2=O)cc1 (configuration not stated) | -1.25
CCc1ccccc1NC(=O)CSc1nc2c(c(-c3ccco3)c1C#N)CCCC2 | -0.522
COc1ccccc1NC(=O)CN(Cc1ccco1)C(=O)c1cccs1 | -0.499
C=CCC1c2cccc(C(=O)O)c2C(=O)N1c1cccc(C)c1 (configuration not stated) | 1.27
Cc1c(Cl)cccc1NC(=S)NNc1ncc(C(F)(F)F)cc1Cl | -4.31
O=C(CC1Sc2ncnn2C1=O)Nc1ccccc1 (configuration not stated) | 0.204
c1ccc2c(c1)CNC1(CCCCC1)C2 | 0.435
CCOc1ccccc1C1C(C(=O)Nc2ccccc2OC)=C(C)Nc2nnnn21 (configuration not stated) | 0.917
Cn1c(N)c(C(=O)COC(=O)Cc2ccsc2)c(=O)n(C)c1=O | -0.734
C=CCn1c(COc2ccc(Cl)cc2)nnc1SCC(=O)N/N=C/c1cccc(O)c1 | -0.742
CCn1cc(C2=NOC(C(=O)Nc3ccc4c(c3)OCO4)C2)c(C)n1 (configuration not stated) | 0.53
CN1C(=O)NC(c2ccccc2)C2=C1CN(c1ccc3ccccc3c1)C2=O (configuration not stated) | 0.366
COc1ccc(-c2nnc(SCC(=O)N3CCc4ccccc4C3)o2)cc1 | -1.11
N#Cc1ccccc1Cn1c(=O)n(Cc2ccc(C(=O)NCc3ccco3)cc2)c(=O)c2sccc21 | -0.17
COc1ccc(NC(=O)c2ccccc2Cl)cc1NC(=O)CN1CCOCC1 | 0.0596
CC(=O)Nc1ccc(NC(=O)CN(c2cccc(C)c2)S(C)(=O)=O)cc1 | 0.314
CCC(=O)N1CCN=C1SCc1ccc(F)cc1 | 0.322
OCc1nc2ccccc2n1CC(O)Cn1ccc2ccccc21 (configuration not stated) | -0.0192
CCOC(=O)N1CCN(C(=O)CCCOc2ccccc2)CC1 | 0.0153
CC(C)NC(=O)c1ccccc1NC(=O)/C=C/c1ccc([N+](=O)[O-])cc1 | 0.47
COc1ccc(C(=O)Nc2ccc3c(c2)nc(CCNC(C)=O)n3C)cc1 | 0.392
O=C(c1cccc(F)c1)N1CCN(C2CCCCC2)CC1 | -2.82
COc1ccc(OCC(O)CNCc2ccco2)cc1 (configuration not stated) | 0.942
COC(=O)NCc1cc2cc(Cl)ccc2[nH]1 | -1.9
O=c1c(-c2ccc(O)cc2)coc2cc(OC3OC(CO)C(O)C(O)C3O)cc(O)c12 (configuration not stated) | -0.0129

As a working copy, part of the list above:
structure | Cav32 inh
COc1ccc(OCC(O)CNCc2ccco2)cc1 (configuration not stated) | 0.942
COC(=O)NCc1cc2cc(Cl)ccc2[nH]1 | -1.9
O=c1c(-c2ccc(O)cc2)coc2cc(OC3OC(CO)C(O)C(O)C3O)cc(O)c12 (configuration not stated) | -0.0129

Next section:
structure | Cav32 inh
Cc1ccc(S(=O)(=O)n2nc(OC(=O)c3cccs3)cc2N)cc1 | -0.341
CCCC(=O)Nc1nc2ccc(C(=O)OCC)cc2s1 | 0.335
COc1ccc(C=O)cc1COc1c(F)c(F)cc(F)c1F | -0.361
O=C(c1ccc(Cn2cc(Cl)cn2)o1)N1CCN(Cc2ccc3c(c2)OCO3)CC1 | -0.236
CC1(C)NC(=O)N(CN2C(=O)NC(C)(C)C2=O)C1=O | 0.0565
C=CCn1c(SCC#N)nc2ccccc2c1=O | 0.7
CC(C)C(=O)Nc1ccc2c(c1)oc1ccccc12 | -0.208
Cc1oc2cc3oc(=O)c4c(c3cc2c1C)CCC4 | -0.534
COc1cccc(NC(=O)[C@@H]2CCCN2C(=O)C2CCN(S(=O)(=O)c3ccc(C)cc3)CC2)c1 | -0.0434
O=C(O)Cc1ccc(C(=O)c2ccc(F)cc2)s1 | -0.292
COc1ccc(-c2cc(-c3ccc(OC)cc3)c(C#N)c(SC)n2)cc1 | -0.844
C=C/C(C)=C/CC1C(=C)CCC2C(C)(C(=O)O)CCCC12C (configuration not stated) | -2.32
C/C(NC(=O)c1cccc(F)c1)=C1/C(=O)C[C@@H]2[C@H]1C2(C)C | 0.214
CCOC(=O)c1c(N)sc(C(=O)Nc2ccc3c(c2)OCO3)c1C | -0.665
COc1ccc(N(CC(=O)NCC2CCCO2)S(=O)(=O)c2ccc(C)cc2)cc1OC (configuration not stated) | 0.796
c1ccc(-n2c(-c3ccco3)nnc2N2CCOCC2)cc1 | 1.5
Cn1cnc2c(N3CCCCC3)nccc21 | -0.0299
CCC(C(=O)NCc1ccc(OC)cc1)n1nc(C)n2c(cc3occc32)c1=O (configuration not stated) | -0.222
CC(C1CC2CCC1C2)n1c(COc2ccccc2F)nnc1SCC(N)=O (configuration not stated) | 0.0928
CCc1nnc2sc(-c3cc(-c4ccccc4)nc4ccccc34)nn12 | -2.77
CCn1c(NCc2ccccc2Cl)nc2ccccc21 | -1.8
COc1ccc(S(=O)(=O)N2Cc3ccccc3CC2C(=O)O)cc1OC (configuration not stated) | 2.22
CCC(=O)Oc1ccc(/C(CC)=C(\CC)c2ccc(OC(=O)CC)cc2)cc1 | -2.96
Cc1ccc(-c2nnn(CC(=O)N(c3ccccc3F)C(C(=O)NC3CCCC3)c3ccco3)n2)o1 (configuration not stated) | -2.13
COc1ccc(C2=NOC(C(=O)N3CCOCC3)C2)cc1OC (configuration not stated) | 0.599
Cc1cccc(-c2nc(CS(=O)CC(=O)N3CCc4ccccc4C3)c(C)o2)c1 (configuration not stated) | -2.46
CC1(C)Cc2c(C#N)c(NCc3ccco3)nc(-c3ccco3)c2CO1 | -0.753
CSc1ccc(N2CCN(CCCNC(=O)Nc3ccccc3F)CC2)cc1 | -2.29
CC1CC(C)CN(C(=O)COc2ccc(-c3nnco3)cc2)C1 (configuration not stated) | -0.179
CCSc1nnc2c(n1)OC(C)(C)Nc1ccccc1-2 | -0.624
CC(=O)N(c1c(C)n(C)n(-c2ccccc2)c1=O)C1(C(=O)NC2CCCC2)CCCCC1 | -0.467
CCCCC1=CC2=C(c3ccco3)C(=O)C(C)(OC(=O)c3ccc(OC)cc3)C(=O)C2=CN1CCc1ccccn1 (configuration not stated) | -0.748
Cc1ccccc1S(=O)(=O)Cc1ccc(C(=O)NCCN2CCCCC2C)o1 (configuration not stated) | 0.375
Nc1cccc(-n2nncc2-c2ccc(Cl)cc2)c1 | -0.0327
O=C(c1cnn2c(C(F)(F)F)cc(-c3cccs3)nc12)N1CCN(C(c2ccccc2)c2ccccc2)CC1 | -4.22*
O=C(CN1CCOCC1)Nc1cccc(Cl)c1Cl | 0.148
CC1CN(C(=O)N2c3ccccc3Sc3ccccc32)C(C)CC1=O (configuration not stated) | -4.58*
COC(=O)c1cccc(OCC(O)Cn2cnc3cc(C)c(C)cc32)c1 (configuration not stated) | -1.54
O=C(Nc1nnc(-c2cccs2)o1)c1cccc(Oc2ccccc2)c1 | -8.33*
CCN1CCCC1CNC(=O)c1csc2c1CCCC2 (configuration not stated) | -2.11
CC(=O)N(CCc1ccccc1C)Cc1cc2cc3c(cc2[nH]c1=O)OCO3 | 0.799
Cc1cc(Nc2ccc3c(c2)OCCO3)n2nc(C)nc2n1 | 0.183
CCOc1ccccc1NC(=O)CN(c1ccc(C)cc1)S(=O)(=O)c1c(C)n[nH]c1C | -0.396
CCc1nnc(NC(=O)CSc2nnc(-c3c[nH]c4ccccc34)n2CCOC)s1 | 0.152
COc1ccc2c(C=Nc3c(C)n(C)n(-c4ccccc4)c3=O)c(O)n(Cc3ccco3)c(=O)c2c1 | -1.15
CC(C)C(C(=O)Nc1ncn[nH]1)N1C(=O)c2ccccc2C1=O (configuration not stated) | -0.711
CC(=O)N1CCc2cc(Br)cc(S(=O)(=O)NCc3ccccn3)c21 | 1.2
CCc1nnc(NC(=O)Cn2ccc(C(F)(F)F)n2)s1 | -0.0751
O=C(/C=C/c1ccc([N+](=O)[O-])cc1)Nc1cccnc1 | -0.167
CCOC(=O)C(C)Oc1cccc2c(=O)n(CC(=O)NCc3ccc4c(c3)OCO4)ccc12 (configuration not stated) | -0.0506

An excerpt from above in order of count of non-hydrogen atoms, rising.
structure | Cav32 inh
CCN1CCCC1CNC(=O)c1csc2c1CCCC2 (configuration not stated) | -2.11
CC(C)C(C(=O)Nc1ncn[nH]1)N1C(=O)c2ccccc2C1=O (configuration not stated) | -0.711
Cc1ccccc1S(=O)(=O)Cc1ccc(C(=O)NCCN2CCCCC2C)o1 (configuration not stated) | 0.375
Cc1cccc(-c2nc(CS(=O)CC(=O)N3CCc4ccccc4C3)c(C)o2)c1 (configuration not stated) | -2.46
CCc1nnc(NC(=O)CSc2nnc(-c3c[nH]c4ccccc34)n2CCOC)s1 | 0.152

A few values from the list:
In Cav32 inh, CC1CN(C(=O)N2c3ccccc3Sc3ccccc32)C(C)CC1=O (configuration not stated) is listed with -4.58*
In Cav32 inh, Cc1ccccc1S(=O)(=O)Cc1ccc(C(=O)NCCN2CCCCC2C)o1 (configuration not stated) is listed with 0.375
In Cav32 inh, CSc1ccc(N2CCN(CCCNC(=O)Nc3ccccc3F)CC2)cc1 is listed with -2.29

The list continues:
structure | Cav32 inh
CC1(C)NC(=O)N(CC(O)CN2CCOCC2)C1=O (configuration not stated) | -2.09
Cc1ccc2c(c1)nnn2C1CCN(CC(=O)NCCc2ccccc2)CC1 | 0.0514
CCOc1ccc(-n2cc(C(=O)NC(C)C)c3cc(OC)c(OC)cc3c2=O)cc1 | 1.32
Cn1c(SCC(=O)N2CCOCC2)nnc1-c1cnccn1 | 0.627
Cc1c(C(=O)N2CCCCC2)sc(NC(=O)C2CC2)c1C#N | 0.22
CNc1ccc(Br)cc(C(=O)/C=C/c2cccc(OC)c2)c1=O | -0.812
COC(=O)Nc1ccc(C)cc1NC(=O)OC | -0.595
O=C1C=C(c2ccc(Cl)cc2)C(=O)N1Nc1ccccc1 | 1.41
CC(C)(C)c1ccc(OCC(=O)NCc2ccco2)c(Br)c1 | -2.14
O=C(CN1CCOc2ccccc21)NC1CCCCCCC1 | -1.39
CCc1ccc(/C=C2\SC(=S)N(CCCC(=O)Nc3ccccn3)C2=O)cc1 | -3.28
CN(C)S(=O)(=O)c1cccc(NC(=O)COC(=O)c2ccc(Br)o2)c1 | -0.453
COc1ccc(C2c3c(-c4cc(Cl)c(C)cc4O)n[nH]c3C(=O)N2Cc2cccnc2)cc1OC (configuration not stated) | 1.15
c1ccn2cc(CSc3nnc4ccccn34)nc2c1 | 0.489
c1ccc(N(c2ccccc2)c2nc(-n3ccnc3)nc(-n3ccnc3)n2)cc1 | 2.22
Cc1ccc(C)c(NC(=O)Cn2nnc(C(=O)Nc3c(C)cccc3C)c2N)c1 | -1.53
CCCCCc1nnc(NC(=O)C(=O)OCC)s1 | -0.0131
Cc1nc2ccccn2c1C(=O)c1ccccc1 | -0.0318
Cc1ccc(C(=O)O/N=C/c2c(C(F)(F)F)nn(C)c2Sc2ccc(Cl)cc2)cc1 | -2.64
COc1ccc(NS(=O)(=O)Cc2ccccc2)cc1OC | -2.83
Cc1cc(=O)oc(C)c1C(=O)N1CCCCC1 | 0.242
COC(=O)CSc1ccc2nnc(-c3ccc(F)cc3)n2n1 | 0.0235
CCOC(=O)c1ccc(-c2n[nH]c(=O)c3ccccc23)cc1 | 0.322
COc1ccc(C(F)(F)F)cc1NC(=O)c1nc2nc(C)cc(C(F)F)n2n1 | -0.436

From PubChem BioAssay
